Bioassay records: PubChem, several laboratories
NPY2 pot ag = potentiators or agonists of human neuropeptide Y receptor Y2; P49146; cells expressing NPY-Y2, potentiator/agonist read-out; activation, % at 3.6 µM; actives 0.45% (n = 220,000); AID 1359; in the data active = activation above about 27%;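 also: cells stimulated with NPY near EC25 plus isoproterenol at EC100; 0% = vehicle plus submaximal agonist and 100% = vehicle plus saturating agonist; some results beyond the cut were filed as inactive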
NPY-Y1 PAM-ag = human NPY-Y1 potentiation or agonism, primary screen; NPY-Y1 expressing cells, potentiator/agonist activation; P25929; activation, % at 3.6 µM; AID 1304; actives 0.37% (n = 220,000); in the data active = activation above about 33%, passing the limit was not always enough;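 also: cells stimulated with NPY at EC10 then isoproterenol at EC100; 0% = low agonist plus stimulus and 100% = saturating agonist plus stimulus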
Runt-SMMHC FRET = inhibitors of human RUNX1 Runt domain binding to CBFb-SMMHC | inhibition, % at 20 µM | Q01196+Q13951 | Cerulean-Runt/Venus-CBFb-SMMHC FRET ratio 530/480, 1 h | AID 1434 | actives 0.74% (n = 220,000);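 active = mean inhibition across duplicate retests at 20 µM reaching about 50%, limit read from the data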;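 also: 0% = DMSO wells and 100% = wells with excess untagged CBFb-SMMHC; inhibitors lower the FRET ratio by blocking Runt binding to CBFb-SMMHC; some results filed as inactive read as strong as hits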
p97 ATPase inh = human p97 ATPase inhibition | P55072 | recombinant p97 ATPase, Kinase-Glo ATP luminescence, 3 h | inhibition, % at 8 µM | actives 0.42% (n = 220,000) | AID 1481; in the data active = inhibition above about 15%;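 also: 0% = DMSO vehicle and 100% = wells lacking enzyme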
Runt-CBFb FRET = blocks binding of human RUNX1 Runt domain to CBFb; Q01196+Q13951; Cerulean-Runt/Venus-CBFb FRET ratio 530/480, 1 h; inhibition, % at 20 µM; actives 0.46% (n = 220,000);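 active = inhibition over about 50% at 20 µM in the single-dose screen, limit read from the data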;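 also: 0% = DMSO wells and 100% = excess unlabeled CBFb competitor control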
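Assay system: Cerulean-Runt domain fusion protein, energy donor; Signal: fluorescence energy transfer, 422 nm excitation, 530/480 nm emission; Timing: 1 h compound exposure, room temperature; Control set: unlabeled CBFb; Medium: Tris buffer pH 7.5 with salts and BSA; Compound: single test concentration of 20 µM, 1% DMSO final; Probe or stimulus: Venus-CBFb 100 nM.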
Hck Nef HTS = inhibitors of human Hck kinase activated by Nef; P08631; Recombinant Hck-YEEI plus Nef, Z-Lyte FRET kinase assay; inhibition, % at 20 µM; actives 0.68% (n = 220,000);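 active = Hck-Nef kinase inhibition above about 50%, limit read from the data; inactive = inhibition below that limit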;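 also: 0% = DMSO with Hck plus Nef and 100% = Hck alone without Nef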
Target sequence (P08631 whole entry, looked up): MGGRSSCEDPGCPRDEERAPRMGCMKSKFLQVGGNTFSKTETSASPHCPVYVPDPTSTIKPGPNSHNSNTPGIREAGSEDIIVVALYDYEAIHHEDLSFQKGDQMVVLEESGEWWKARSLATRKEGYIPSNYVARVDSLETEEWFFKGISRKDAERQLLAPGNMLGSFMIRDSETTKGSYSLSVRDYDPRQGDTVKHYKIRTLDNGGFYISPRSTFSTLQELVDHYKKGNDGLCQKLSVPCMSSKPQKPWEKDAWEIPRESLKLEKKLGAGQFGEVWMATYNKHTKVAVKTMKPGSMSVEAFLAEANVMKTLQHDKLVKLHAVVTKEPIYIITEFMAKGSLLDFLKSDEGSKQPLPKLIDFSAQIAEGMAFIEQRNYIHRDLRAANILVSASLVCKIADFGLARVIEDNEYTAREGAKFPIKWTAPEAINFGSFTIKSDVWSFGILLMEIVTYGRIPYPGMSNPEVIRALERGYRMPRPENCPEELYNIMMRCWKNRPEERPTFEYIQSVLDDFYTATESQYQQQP
Mdm2 ligase inh = Mdm2 E3 ligase (human) inhibition; Q00987; cell-based MDM2 ubiquitination luciferase reporter, 2 h; 0 = plate control, 100 = twice control, blank-subtracted; signal enhancement, % at 5 µM; actives 0.11% (n = 210,000);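 active = signal enhancement of 30% or more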;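 also: luminescence tracks abundance of the self-degrading MDM2-luciferase fusion protein; higher signal means inhibition of MDM2 E3 ligase activity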
Target sequence (Q00987 whole entry, looked up, the tested form may be a part): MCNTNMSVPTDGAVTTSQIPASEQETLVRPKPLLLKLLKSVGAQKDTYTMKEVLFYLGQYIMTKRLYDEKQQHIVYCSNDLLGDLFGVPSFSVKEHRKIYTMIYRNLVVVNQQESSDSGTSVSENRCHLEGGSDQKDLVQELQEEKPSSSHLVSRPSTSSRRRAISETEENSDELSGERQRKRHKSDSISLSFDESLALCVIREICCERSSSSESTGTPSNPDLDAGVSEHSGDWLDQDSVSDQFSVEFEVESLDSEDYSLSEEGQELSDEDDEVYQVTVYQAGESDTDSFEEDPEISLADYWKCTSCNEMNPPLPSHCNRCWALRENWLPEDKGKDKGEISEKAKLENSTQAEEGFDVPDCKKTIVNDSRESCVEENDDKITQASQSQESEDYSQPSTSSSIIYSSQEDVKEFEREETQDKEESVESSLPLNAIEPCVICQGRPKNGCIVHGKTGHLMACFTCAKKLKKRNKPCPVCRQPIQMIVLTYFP
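System: stable MDM2–luciferase fusion reporter cells / Input: 2000 cells seeded into each well / Schedule: 4 h settle plus 2 h compound, 37 °C / Compound: single-point 5 µM / Buffer or medium: cells held in DMEM / Benchmarks: control and blank well means / Evaluation: percent signal gain over controls, blank-subtracted / Measured by: luciferase luminescence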
RBBP9 inh = inhibitors of human serine hydrolase RBBP9; O75884; recombinant RBBP9, FP-Rh probe fluorescence polarization; inhibition, % at 7.94 µM; actives 0.2% (n = 220,000); AID 1515;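 active = inhibition above the campaign mean of all tested compounds plus 3 SD, cut at about 14% in these data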;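 also: plate controls were DMSO wells with RBBP9 for no effect and wells lacking RBBP9 protein for full effect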
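System: RBBP9 protein / Quantity: 2.5 µM RBBP9 dispensing solution, before mixing / Also added: Serine-hydrolase probe FP-Rh, 375 nM pre-mixing / Dosing: 7.94 µM single dose, 0.794% DMSO / Timing: enzyme-compound preincubation 30 min, then probe labeling 45 min, 25 °C / Signal: FP readout at 525/598 nm / Controls: DMSO-treated enzyme wells and wells lacking RBBP9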
NPY-Y1 antag = blocks the human neuropeptide Y Y1 receptor. P25929. HEK293-CNG Y1 cells, membrane potential fluorescence; NPY at EC95, then isoproterenol. inhibition, % at 3.6 µM. actives 1% (n = 200,000);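 active = inhibition above the campaign mean inhibition of all tested compounds plus 3 SD, cut at about 20% in these data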;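 also: 0% = DMSO wells given NPY plus isoproterenol and 100% = isoproterenol alone without NPY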
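Material: Y1- and CNG-channel-expressing HEK293 cells / Probe or stimulus: NPY 25 nM then isoproterenol 1 µM plus Ro 20-1724 25 µM / Doses: 3.6 µM single dose, DMSO 0.4% / Schedule: compound incubation 1 h at room temperature, readout 45 min post-stimulation / Signal: membrane potential fluorescence / Benchmarks: isoproterenol-only wells as full block versus NPY-plus-isoproterenol wells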
* hit, by the source's call; . = not tested or not shown.

#1 CN1C(=O)CC(N2CCN(C(=O)CN3CCCC3)CC2)C1=O (configuration not stated)
#2 Cc1ccc(C(=O)N2CC(C)OC(C)C2)c(Cl)c1 (configuration not stated)
#3 CCOC(=O)C1CCCN(C(=O)CNC(=O)Cn2ccc3ccccc3c2=O)C1 (configuration not stated)
#4 Cc1cc(C)c(NC(=O)C2CC(=O)N(Cc3ccccc3)C2)c(C)c1 (configuration not stated)
#5 CN(C)c1ccc(/C=N/N=C2/SC(CC(=O)O)C(=O)N2c2ccc(O)cc2)cc1 (configuration not stated)
#6 Cc1ccc(S(=O)(=O)N(CC(=O)NCCC2=CCCCC2)Cc2ccccc2F)cc1
assay / entry	1	2	3	4	5	6
NPY2 pot ag	-3	-6	11	9	11	-20
NPY-Y1 PAM-ag	-23	5	4	16	-13	-9
Runt-SMMHC FRET	-2	-1	2	-1	39	-10
p97 ATPase inh	1	4	2	6	1	-9
Runt-CBFb FRET	-1	3	1	-2	20	-6
Hck Nef HTS	-4	4	-3	18	17	-1
Mdm2 ligase inh	-14	7	-9	-6	5	-2
RBBP9 inh	-5	3	0	2	0	-4
NPY-Y1 antag	-2	2	-1	2	0	8

#7 CC(C)CC(=O)N1CCN(C(=O)CCC2CCCC2)CC1
#8 C/C(=N\NC(=O)CCn1nc(C)cc1C)C(C)(C)C
#9 CC1(C)c2ccccc2N2CCC(=O)NC21/C=C/c1ccco1 (configuration not stated)
#10 C/C=C\C=C/C(=O)Nc1cccc(C2=NOC3(C2)C[C@@H](C(N)=O)N(C(=O)C2(C)CC2)C3)c1 (some centres not stated)
#11 O=c1cc(CSc2n[nH]c(-c3ccncc3)n2)nc2sccn12
#12 COc1cc(O)c(/C=N/NC(=O)c2ccncc2)c(OC)c1[N+](=O)[O-]
assay / entry	7	8	9	10	11	12
NPY2 pot ag	2	1	-2	.	-11	-5
NPY-Y1 PAM-ag	2	6	2	.	8	-14
Runt-SMMHC FRET	1	3	-2	3	-1	4
p97 ATPase inh	1	-7	-1	.	9	1
Runt-CBFb FRET	-2	0	6	3	1	0
Hck Nef HTS	0	-1	0	14	37	20
Mdm2 ligase inh	-4	-13	-20	2	-11	-11
RBBP9 inh	-7	-9	-9	.	-10	-9
NPY-Y1 antag	1	1	-3	.	12	-2

#13 O=C(O)c1ccc(S(=O)(=O)NC2CC2)cc1
#14 O=C(NCc1cccs1)c1cc(-c2ccccc2)on1
#15 Cc1[nH]nc2c1C(c1cccc(OC(=O)N3CCOCC3)c1)C(C#N)=C(N)O2 (configuration not stated)
#16 O=C(C/C=N\OCc1c(Cl)cccc1Cl)Oc1ccc(Cl)cc1Cl
#17 O=c1cc(CSc2ccc(Cl)cc2)nc(N2CCOCC2)[nH]1
#18 CC(=O)CSc1ncnc2sc3c(c12)CCC(C)C3 (configuration not stated)
assay / entry	13	14	15	16	17	18
NPY2 pot ag	-8	-4	-2	-11	-4	-4
NPY-Y1 PAM-ag	5	-7	18	-14	-11	-9
Runt-SMMHC FRET	2	2	2	2	6	0
p97 ATPase inh	4	3	4	0	5	0
Runt-CBFb FRET	0	0	-1	1	1	-5
Hck Nef HTS	17	-2	2	0	4	18
Mdm2 ligase inh	.	6	-6	-3	-9	17
RBBP9 inh	-3	-10	-7	-3	-2	-6
NPY-Y1 antag	.	9	1	-2	5	10

#19 O=C(O)c1ccn(Cn2cnc3ccccc32)n1
#20 CC(C)CCN1CCN(C2CCN(c3ccc4c(c3)OCO4)CC2)CC1CCO (configuration not stated)
#21 N#Cc1c(NCCN)nc(-c2ccco2)c2c1CCCC2
#22 CCNC(=S)N/N=C/c1ccccc1[N+](=O)[O-]
#23 CCc1ccc2[nH]c(=O)c(CN(CC3CCCO3)C(=S)NCc3ccco3)cc2c1 (configuration not stated)
#24 CCN1CCN(C(=O)c2cc(S(=O)(=O)Nc3ccc(S(C)(=O)=O)cc3)ccc2Cl)CC1
assay / entry	19	20	21	22	23	24
NPY2 pot ag	-9	-2	-59	-8	-21	1
NPY-Y1 PAM-ag	7	2	-108	-5	10	-3
Runt-SMMHC FRET	-4	1	-7	4	-7	0
p97 ATPase inh	0	1	-1	-4	6	6
Runt-CBFb FRET	0	5	-2	5	34	1
Hck Nef HTS	1	18	45	17	4	5
Mdm2 ligase inh	-12	0	-12	-1	-12	5
RBBP9 inh	-8	-5	-5	2	-1	1
NPY-Y1 antag	3	5	44*	6	.	0

#25 CCc1cccc(C)c1NC(=S)N1CCCC1C(=O)O (configuration not stated)
#26 O=C(Nc1ccc2c(c1)OCCO2)C1CCN(S(=O)(=O)c2ccc3c(c2)OCCO3)CC1
#27 CCCN(CCC)CCCNC(=O)c1cn(CC)c2ccc(S(=O)(=O)N3CCc4ccccc4C3)cc2c1=O
#28 COc1cccc(-c2nc(CS(=O)(=O)CC(=O)NCCC(C)C)c(C)o2)c1
#29 CC(=O)c1sc(NC(=O)c2ccccc2F)nc1-c1ccccc1
#30 COc1ccc(C/C(N)=N/OC(=O)c2ccco2)cc1OC
assay / entry	25	26	27	28	29	30
NPY2 pot ag	7	-1	-27	-1	11	-17
NPY-Y1 PAM-ag	0	-3	-17	-16	21	-1
Runt-SMMHC FRET	0	-1	1	-2	2	3
p97 ATPase inh	-5	2	3	-5	5	-1
Runt-CBFb FRET	-2	-1	0	.	3	1
Hck Nef HTS	0	1	21	13	11	17
Mdm2 ligase inh	-15	-15	-11	-15	-8	-4
RBBP9 inh	-13	-2	-5	-4	-14	-6
NPY-Y1 antag	-2	12	-1	-3	-1	0

Arranged by heavy-atom count (descending): part of the list above
#27 CCCN(CCC)CCCNC(=O)c1cn(CC)c2ccc(S(=O)(=O)N3CCc4ccccc4C3)cc2c1=O
#26 O=C(Nc1ccc2c(c1)OCCO2)C1CCN(S(=O)(=O)c2ccc3c(c2)OCCO3)CC1
#24 CCN1CCN(C(=O)c2cc(S(=O)(=O)Nc3ccc(S(C)(=O)=O)cc3)ccc2Cl)CC1
#23 CCc1ccc2[nH]c(=O)c(CN(CC3CCCO3)C(=S)NCc3ccco3)cc2c1 (configuration not stated)
#20 CC(C)CCN1CCN(C2CCN(c3ccc4c(c3)OCO4)CC2)CC1CCO (configuration not stated)
#29 CC(=O)c1sc(NC(=O)c2ccccc2F)nc1-c1ccccc1
#30 COc1ccc(C/C(N)=N/OC(=O)c2ccco2)cc1OC
#21 N#Cc1c(NCCN)nc(-c2ccco2)c2c1CCCC2
assay / entry	27	26	24	23	20	29	30	21
NPY2 pot ag	-27	-1	1	-21	-2	11	-17	-59
NPY-Y1 PAM-ag	-17	-3	-3	10	2	21	-1	-108
Runt-SMMHC FRET	1	-1	0	-7	1	2	3	-7
p97 ATPase inh	3	2	6	6	1	5	-1	-1
Runt-CBFb FRET	0	-1	1	34	5	3	1	-2
Hck Nef HTS	21	1	5	4	18	11	17	45
Mdm2 ligase inh	-11	-15	5	-12	0	-8	-4	-12
RBBP9 inh	-5	-2	1	-1	-5	-14	-6	-5
NPY-Y1 antag	-1	12	0	.	5	-1	0	44*

Going on with the list.
#31 C/C(=N\Nc1ncc(Cl)cc1Cl)c1cccs1
#32 CCOC(=O)c1c(C)n(C)c2ccc(OC(C)C(=O)OC)cc12 (configuration not stated)
#33 CC(=O)NC(Nc1nc2c(s1)CCCC2)(C(F)(F)F)C(F)(F)F
#34 Cc1cc(C(=O)NNC(=S)NCc2ccco2)nn1C
#35 CCOC(=O)c1c(CNCCN(CC)CC)n(C)c2cc(Br)c(OC)cc12
#36 COc1cc(C(=O)NCc2ccccc2)ccc1OC(F)F
assay / entry	31	32	33	34	35	36
NPY2 pot ag	-3	-12	4	-9	-27	2
NPY-Y1 PAM-ag	1	-42	9	2	-17	-4
Runt-SMMHC FRET	-1	-3	-2	4	2	1
p97 ATPase inh	2	-4	3	-3	-5	0
Runt-CBFb FRET	1	-6	-2	10	0	2
Hck Nef HTS	28	1	3	11	-24	0
Mdm2 ligase inh	-6	-6	-4	-9	.	-3
RBBP9 inh	1	-9	2	0	-5	-7
NPY-Y1 antag	5	13	2	12	27*	10

#37 CCCCNC(=O)OCCNC(=O)Oc1cccc(C)c1
#38 CC(C)C(=O)OCCN=C1NS(=O)(=O)c2ccccc21
#39 O=C(NCC1CCCO1)c1ccc(NC(=O)C2CCCCC2C(=O)O)cc1 (configuration not stated)
#40 Cc1ccc(-n2c(COc3c(C)cccc3C)nnc2SCC(=O)Nc2nccs2)cc1
#41 CCOc1ccc(N2C(=O)Nc3ccccc3C2(O)C(=O)NCc2ccccc2)cc1 (configuration not stated)
#42 Cc1sc(NC(=O)c2ccco2)c(C(c2ccc(F)cc2)N2CCN(C)CC2)c1C (configuration not stated)
assay / entry	37	38	39	40	41	42
NPY2 pot ag	24	-10	0	3	-3	16
NPY-Y1 PAM-ag	7	-6	-14	6	4	19
Runt-SMMHC FRET	-50	2	-3	4	1	-2
p97 ATPase inh	4	5	4	2	6	5
Runt-CBFb FRET	-2	2	1	0	1	0
Hck Nef HTS	3	0	-1	8	21	18
Mdm2 ligase inh	4	-17	-2	-24	16	4
RBBP9 inh	7	-1	-5	2	-5	-2
NPY-Y1 antag	1	4	4	-3	0	-1

#43 COC(=O)COc1cccc(NC(=O)COc2ccccc2)c1
#44 Cc1ccc(-n2nc(C)cc2NC(=O)CC#N)cc1
#45 O=C(Cc1ccccc1)NC1CCN(S(=O)(=O)c2ccc(C(=O)O)cc2)CC1
#46 Cc1nn(C(C)(C)C)c(C)c1/C=N/OC(=O)Nc1ccc(Cl)c(Cl)c1
assay / entry	43	44	45	46
NPY2 pot ag	16	8	-9	-18
NPY-Y1 PAM-ag	3	-1	-4	-5
Runt-SMMHC FRET	0	-4	-2	3
p97 ATPase inh	0	1	-5	-2
Runt-CBFb FRET	1	1	0	-1
Hck Nef HTS	1	-2	-1	-2
Mdm2 ligase inh	-5	-18	-9	-87
RBBP9 inh	-4	-5	-5	-13
NPY-Y1 antag	-5	4	8	.
